# mcGAS lum – blocks mouse cGAS activity; AID 1259399; hit rate 0.15% among 160,000; inhibition, % at 12.5 µM; recombinant cGAS, Kinase-Glo ATP depletion luminescence;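 also: 0% = negative control wells and 100% = reference inhibitor with no enzyme activity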
# hcGAS lum – blocks human cGAS activity | Q8N884 | recombinant h-cGAS, ATP depletion, Kinase-Glo luminescence | AID 1259398 | hit rate 0.081% among 290,000 | inhibition, % at 12.5 µM;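 also: 0% = vehicle reaction and 100% = reaction without DNA for no activity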
# Target sequence (Q8N884 whole entry, looked up): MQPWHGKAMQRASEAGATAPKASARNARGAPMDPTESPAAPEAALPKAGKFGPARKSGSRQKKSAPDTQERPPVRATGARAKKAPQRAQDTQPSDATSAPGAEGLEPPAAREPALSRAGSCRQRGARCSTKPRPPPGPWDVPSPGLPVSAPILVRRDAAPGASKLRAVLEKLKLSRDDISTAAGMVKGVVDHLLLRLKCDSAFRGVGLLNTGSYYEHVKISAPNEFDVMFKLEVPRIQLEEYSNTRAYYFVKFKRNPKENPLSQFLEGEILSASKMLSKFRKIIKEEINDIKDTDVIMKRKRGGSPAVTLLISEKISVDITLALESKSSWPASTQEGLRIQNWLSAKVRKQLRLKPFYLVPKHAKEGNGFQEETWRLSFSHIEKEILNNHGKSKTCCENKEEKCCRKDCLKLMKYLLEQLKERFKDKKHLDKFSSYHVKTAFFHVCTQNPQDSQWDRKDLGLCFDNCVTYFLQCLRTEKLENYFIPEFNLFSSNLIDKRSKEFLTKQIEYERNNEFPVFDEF
# NPYLR7 agonist – mosquito NPYLR7 agonism; HEK293T NPYLR7/Galpha15, GCaMP6s calcium fluorescence; activation, % at 10 µM; hit rate 0.15% among 270,000; in the data active = activation above about 40%;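 also: 0% = vehicle and 100% = reference agonist at the receptor; some compounds past the cut are filed as inactive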
# Numbers without * were called inactive; . = no result given; & = joins results of further samples. Rule as the data show it, unless noted: active = inhibition above about 40%; inactive = the rest.
SMILES,mcGAS lum,hcGAS lum,NPYLR7 agonist
COc1ccc(C(=O)/C=C/c2ccc(N3CCC(c4ccccc4)=N3)cc2)cc1,-4,3,-4
COC(=O)c1ccc(NC(=O)c2c3c(nn2C2CCS(=O)(=O)C2)CCC3)cc1 (centres undefined),.,-3,26
CCc1nc(N(CCCN2CCOCC2)CCC(=O)Nc2cccc(C(F)(F)F)c2)c2ccc(Cl)cc2n1,-5,-5,-16
CCc1cc(C(=O)NCC2Cc3cc(-c4cc(OC)ccc4OC)cc(Cl)c3O2)n(C)n1 (centres undefined),-12,-7,3
O=C(c1cccs1)N1N=C(c2cccs2)CC1c1ccc([N+](=O)[O-])cc1O (centres undefined),-4,-4,-2
Cc1ccc(OCCCN(C)C(=O)C2CCN(C)C2)cc1C (centres undefined),-17,-2,-3
O=C(O)c1ccc(F)cc1-c1ccc(Cl)c(Cl)c1,.,-9,6
O=C(COc1ncnc2sccc12)NCC(F)(F)F,-5,-11,-1
O=C(Nc1ccc(CNS(=O)(=O)c2c(Cl)cccc2Cl)cc1)C1CC1,.,-9,3
Nc1nc(SCC(=O)N2CCCCCC2)[nH]c(=O)c1NC(=O)c1ccc(Cl)cc1,-7,0,-9
CC(C)(C)NC(=O)NC(=O)CN1CC2CC3CC(C2)CC1C3,.,-1,1
CN(C)S(=O)(=O)c1ccc(S(=O)(=O)NCCc2ccc(S(N)(=O)=O)cc2)cc1,.,-4,-7
CCc1ccc(N2C(=O)C3N=NN(Cc4ccccc4C)C3C2=O)cc1 (centres undefined),0,0,-6
Cc1ccccc1OC(C)CNC(=O)c1ccc(C(N)=O)cc1 (centres undefined),.,-5,1
Cc1ccc(-c2cnc(CCC(=O)OC(C)c3nc4ccccc4c(=O)[nH]3)o2)cc1 (centres undefined),.,-1,0
S=C(Nc1cccc(I)c1)NC1CCCCC1,.,-11,13
Cc1cc(C)cc(N2C(=O)CSC2c2cccc(NC(=O)c3cccc(Br)c3)c2)c1 (centres undefined),-6,-4,13
CCOC(=O)NC1CCCN(C(=O)C2(c3ccccc3)CC2)C1 (centres undefined),-8,-14,1
Fc1ccc(C(NCc2ccncc2)C2CCC2)cc1 (centres undefined),-2,2,-8
Cn1nc(C(C)(C)C)cc1N,-10,-4,3
Cc1ccccc1N1C(=O)CC(N2CCN(c3ncccn3)CC2)C1=O (centres undefined),.,0,-6
COc1ccc(C(=O)N2CCCN(c3nc(Cc4ccccc4)nc4c3c(C)nn4-c3ccccc3)CC2)c(OC)c1,-5,-4,.
COC(=O)C1=NN(c2ccc(OC)cc2)C2C(=O)N(c3ccc(Br)cc3)C(=O)C12 (centres undefined),.,-5,9
CCCCN(CC(=O)N(CCc1c[nH]c2ccccc12)Cc1ccccc1)S(=O)(=O)c1cccc2cccnc12,-3,0,6
COc1ccc(NC(=O)N(CC(=O)N2c3ccccc3-n3cccc3C2c2cc(OC)ccc2OC)C(C)C)c(OC)c1 (centres undefined),-3,-3,.

# Sorted by length of the SMILES (descending): some entries from above
SMILES,mcGAS lum,hcGAS lum,NPYLR7 agonist
COc1ccc(NC(=O)N(CC(=O)N2c3ccccc3-n3cccc3C2c2cc(OC)ccc2OC)C(C)C)c(OC)c1 (centres undefined),-3,-3,.
COc1ccc(C(=O)N2CCCN(c3nc(Cc4ccccc4)nc4c3c(C)nn4-c3ccccc3)CC2)c(OC)c1,-5,-4,.
CCc1nc(N(CCCN2CCOCC2)CCC(=O)Nc2cccc(C(F)(F)F)c2)c2ccc(Cl)cc2n1,-5,-5,-16
COC(=O)C1=NN(c2ccc(OC)cc2)C2C(=O)N(c3ccc(Br)cc3)C(=O)C12 (centres undefined),.,-5,9
CCc1cc(C(=O)NCC2Cc3cc(-c4cc(OC)ccc4OC)cc(Cl)c3O2)n(C)n1 (centres undefined),-12,-7,3
Cc1ccc(-c2cnc(CCC(=O)OC(C)c3nc4ccccc4c(=O)[nH]3)o2)cc1 (centres undefined),.,-1,0
Cc1cc(C)cc(N2C(=O)CSC2c2cccc(NC(=O)c3cccc(Br)c3)c2)c1 (centres undefined),-6,-4,13
Nc1nc(SCC(=O)N2CCCCCC2)[nH]c(=O)c1NC(=O)c1ccc(Cl)cc1,-7,0,-9
O=C(Nc1ccc(CNS(=O)(=O)c2c(Cl)cccc2Cl)cc1)C1CC1,.,-9,3
CCc1ccc(N2C(=O)C3N=NN(Cc4ccccc4C)C3C2=O)cc1 (centres undefined),0,0,-6
Cc1ccccc1N1C(=O)CC(N2CCN(c3ncccn3)CC2)C1=O (centres undefined),.,0,-6
CC(C)(C)NC(=O)NC(=O)CN1CC2CC3CC(C2)CC1C3,.,-1,1
CCOC(=O)NC1CCCN(C(=O)C2(c3ccccc3)CC2)C1 (centres undefined),-8,-14,1
Cc1ccccc1OC(C)CNC(=O)c1ccc(C(N)=O)cc1 (centres undefined),.,-5,1
Cc1ccc(OCCCN(C)C(=O)C2CCN(C)C2)cc1C (centres undefined),-17,-2,-3
O=C(O)c1ccc(F)cc1-c1ccc(Cl)c(Cl)c1,.,-9,6
Fc1ccc(C(NCc2ccncc2)C2CCC2)cc1 (centres undefined),-2,2,-8
S=C(Nc1cccc(I)c1)NC1CCCCC1,.,-11,13
Cn1nc(C(C)(C)C)cc1N,-10,-4,3

# Next section
SMILES,mcGAS lum,hcGAS lum,NPYLR7 agonist
COCCN1CCN(C(=O)c2ccc(-c3cc(-c4cccc(C(F)(F)F)c4)n[nH]3)cc2)CC1,-7,-11,5
COc1cccc(Cn2ccnc2CN(C(=O)c2cccc(F)c2)C2CCCCC2)c1,-5,-5,2
Cc1oc(C(C)C)cc1C(=O)N1CCNCC1C(=O)NC1CC1 (centres undefined),-16,-5,0
CCCCCCCC(=O)N1CCN(c2nc(C)nc(C)c2Cc2ccc(F)cc2)CC1,1,-4,-14
CONC(=O)c1nn(-c2cccc(C(C)C)c2)cc1O,.,-3,1
CC1C(=O)N(c2ccc(Cl)cc2Cl)CCN1C(=O)c1ccc(Br)cc1 (centres undefined),-6,-5,1
c1ccc(-c2nnc(C3CC3)nc2-c2ccccc2)cc1,.,-6,5
CC(NC(=O)c1ccc(=O)n(C)n1)c1ccccc1F (centres undefined),1,1,-2
CCOC(=O)CNC(=O)N1CCCC(Nc2ccc(C(C)C)cc2)C1 (centres undefined),-11,-7,0
Cc1ccc(=O)n(CC(=O)N2CCCC(Nc3ccc(F)c(F)c3)C2)n1 (centres undefined),-17,-3,13
CC(CN(C)c1ccccc1)NC(=O)CCNc1ncccn1 (centres undefined),-18,-8,16
CCOC(=O)c1nn(CCc2scnc2C)c2c1CN(C(=O)c1scc3c1CCCC3)CC2,0,-8,-3
COc1ccc(OC)c(C(C)NC(=O)c2nn(-c3ccc(F)cc3)c3c2CCC3)c1 (centres undefined),-8,-7,11
CCCCCCCCCCCC(=O)N(CCc1ccccc1)C(C)c1nc2cc(Cl)ccc2c(=O)n1-c1ccc(OC)cc1 (centres undefined),-6,-5,.
Cc1nc(-n2nc(-c3ccco3)cc2NC(=O)c2ccco2)[nH]c(=O)c1C,.,-2,-2
Cc1cc(C)c(C#N)c(SCC(=O)N(C)Cc2sccc2C)n1,4,3,13
COc1cccc(C)c1C(=O)N1CCOC(c2ccc(Cl)c(Cl)c2)C1 (centres undefined),.,-4,22
CCS(=O)(=O)Nc1ccc(NC(=O)C2CCCN2Cc2ccc(F)cc2)cc1C (centres undefined),.,-9,2
CCCCOCC(O)CN(Cc1c(C)nn(-c2ccccc2)c1Oc1cccc(F)c1)CC(C)C (centres undefined),-4,-4,-3
Cc1ccccc1NC(=O)Cn1nc(C(=O)Nc2ccccc2)ccc1=O,-10,-10,5
CCOCCCNc1nc(Nc2ccccc2)c2cnn(-c3ccccc3)c2n1,-9,-4,1
CCOC(=O)C1=C(CSc2nccc(C(F)(F)F)n2)NC(=O)NC1c1cnn(CC)c1 (centres undefined),.,5,-4
COc1ccccc1-c1csc2nc(CN(Cc3ccccc3)CC(O)COC(C)C)[nH]c(=O)c12 (centres undefined),-3,-4,-1
O=C(c1cc(Br)c[nH]1)N1CCC(Nc2ccc(F)cc2)CC1,.,3,2
CCc1nccn1CC(=O)N1CCN2CCNC(=O)C2C1 (centres undefined),-1,9,-2

# Record cards (already shown). Values in the order: mcGAS lum	hcGAS lum	NPYLR7 agonist
# Cc1ccc(=O)n(CC(=O)N2CCCC(Nc3ccc(F)c(F)c3)C2)n1 (centres undefined) is listed as -17	-3	13
# COCCN1CCN(C(=O)c2ccc(-c3cc(-c4cccc(C(F)(F)F)c4)n[nH]3)cc2)CC1 is listed as -7	-11	5

# Continued.
SMILES,mcGAS lum,hcGAS lum,NPYLR7 agonist
CC(C(=O)Nc1ccccc1Cl)N1CCCC1c1ccsc1 (centres undefined),.,-8,4
Cc1cc(=O)n2nc(CNC(c3ccccc3)c3cccs3)sc2n1 (centres undefined),.,-4,11
Cc1ccc(OCCN(C)C(=O)COc2ccc3ccc(=O)oc3c2)cc1,.,-7,6
Cn1c(N)c(-c2nc3ccccc3[nH]2)sc1=S,.,3,2
COc1ccc(C2CC(c3cccs3)=NN2C(=O)COC(=O)c2ccccc2Cl)cc1OC (centres undefined),.,-5,0
Cc1ccc(C(=O)N=c2sc(C)c(C)n2C(C(=O)O)c2ccccc2)cc1 (centres undefined),.,-5,18
O=c1oc2ccc(Cl)cc2cc1-c1nnc(Nc2ccc(Oc3ccccc3)cc2)s1,-2,-7,-7
Cc1ncsc1CCC(=O)N1CC(=O)N(C2CCCCC2)CC(OCc2ccccc2)C1 (centres undefined),-15,-2,10
Cc1cc2c(=O)n(Cc3ccco3)c(SCC(=O)c3cccs3)nc2s1,-2,-5,-1
COc1ncc(C(=O)N2Cc3cnc(C(C)(C)C)nc3C2)cn1,-18,-1,2
CC(C)OCCNc1nc(CCN)nc2ccccc12,-13,-5,-5
CC(=O)c1[nH]c(C)c(C(=O)N2CCOC(CCCC(C)C)C2)c1C (centres undefined),-13,-3,.
COc1ccc(N2CCN(C(CNC(=O)Nc3c(F)cccc3F)c3ccco3)CC2)cc1 (centres undefined),.,-3,0
Cc1ccc(C)c(-n2nc(-c3ccc(C)c(C)c3)cc2C(=O)N2CCN(Cc3ccccc3)CC2)c1,-5,-3,16
Cc1[nH]c2ccc(CNC(=O)c3ccc(CN4CCCC4)o3)cc2c1C,.,-9,-4
CCOC(=O)CCCC(=O)N1CCN(CC(OCc2c(F)cccc2F)c2ccc(Cl)cc2)CC1 (centres undefined),-7,-3,.
Cc1cc(NC(=O)CN2CCN(C)CC2C)n(C(C)(C)C)n1 (centres undefined),.,0,-24
COc1ccc(OCCSc2nc3cc(S(=O)(=O)Nc4ccccc4OC)ccc3o2)cc1,-5,-19,12
O=C(Nc1sc2c(c1C(=O)Nc1ccc(Cl)cc1)CCCC2)c1ccc([N+](=O)[O-])cc1,-6,-8,6
CNc1cc(-c2ccccc2C(C)=O)nc2ccnn12,.,-6,5
CCc1cc(=O)n(CC(=O)Nc2ccc(NC(C)=O)cc2)c(-n2nc(C)cc2C)n1,-8,-4,-2
CCc1nc2ccc(C(=O)NCCCn3ccnc3)cn2c1N(C)Cc1ccc(N(C)C)cc1,-3,-8,11
COc1cc(OC)c(-c2noc(C(=O)OC(C)(C)C)c2C(=O)OC(C)(C)C)c(OC)c1,.,-11,7
Cc1cc(C)c(NS(=O)(=O)c2ccc3[nH]c(=O)oc3c2)c(C)c1,-3,-11,16
Cc1ccc(-c2cn[nH]c2C2CCCN(C(=O)c3cnc4ccccn34)C2)cc1 (centres undefined),.,1,0
SMILES,mcGAS lum,hcGAS lum,NPYLR7 agonist
CC(C)c1cc(C(=O)O)nn1-c1ccncc1,.,-5,-4
CCS(=O)(=O)N(C)C1CCN(Cc2cccc(N(C)C)c2)CC1,-16,-8,6
O=C(CSCc1ccccc1Cl)N1CCS(=O)(=O)CC1,-17,-7,3
Cc1cc(-c2nn(-c3ccccc3F)cc2CN(C)Cc2cn(C)nc2C)c(C)s1,-8&-5,-7&-1,2&2
CC1CCC(NC(=O)Cn2nnc(-c3ccco3)n2)CC1 (centres undefined),.,-7,10
Cc1cc2nc(CN(C)Cc3ccc(CO)o3)[nH]c2cc1C,-9,-1,.
c1nc(N2CCCC(Nc3ccc4c(c3)OCCO4)C2)c2cc[nH]c2n1 (centres undefined),-19,-8,20
COc1cc(NC(=O)c2scc(-c3ccccc3)c2-n2cccc2)cc(OC)c1,1,2,7
Cc1ccccc1CSc1nnc2ccc(-c3ccncc3)nn12,-6,-3,-13
Cc1nnc(SCc2ccc(C(=O)NCc3ccc(F)cc3)cc2)n1-c1cccc(Cl)c1,-6,-8,13
Cc1ccc(/C=N\Nc2nc3c(c(=O)[nH]c(=O)n3C)n2C(C)C)cc1,-8,-4,-3
COC(=O)c1cccc(NS(=O)(=O)c2cc([N+](=O)[O-])ccc2OC)c1,-2,-13,8
Cc1ccccc1C1(C(=O)N(C)Cc2c(C)noc2C)CCOCC1,.,-5,4
CCC(C)(C)NC(=O)C1c2ccccc2-c2ccccc21,-7,-12,1
CC1CCN(C(=O)Cn2c3ccccc3c(=O)c3ccccc32)CC1,.,-2,1
Cc1cc2cc(CNC(=O)CC(C)(C)C)ccc2[nH]1,-8,-7,-4
COCCCN(CC(=O)N(Cc1ccccc1)Cc1cccn1Cc1ccc(F)cc1)C(=O)c1ccc(OC)cc1,-5,-3,12
CCn1cc(C(CC(=O)NCc2ccccc2)c2ccc(Cl)cc2)c2ccccc21 (centres undefined),-5,-5,1
Cc1ccc(C)n1NC(N)=O,.,0,25
Cn1c(C2C(=N)N(CCc3ccccc3)CC2=O)[n+](C)c2ccccc21 (centres undefined),.,-10,20
CCC(C)Sc1nnc(CNC(=O)c2ccc(OC)cc2)n1CC (centres undefined),-10,-5,-1
Cn1c(=O)[nH]c(=O)c2c1nc(N1CCCCC1)n2CCCSc1ncccn1,-4,-2,-1
